Screening results from PubChem.
GLP-1R agonist: qHTS of GLP-1 Receptor Agonists; Glucagon-like peptide 1 receptor (Homo sapiens), P43220; HEK293 GLP-1R CRE-luciferase, luminescence, 4-6 h; cells express a hypersensitive GLP-1R form; Potency, µM (highest dose often 45.6 µM), for inactives: at the highest dose activation, most hits filed as activators; actives 0.007% (n = 380,000); further: potency means the concentration at half of the fitted maximal effect; % of control where 0% means no effect
D3 antag: qHTS of D3 Dopamine Receptor Antagonist: qHTS; D(3) dopamine receptor (Homo sapiens), P35462; D3R cells, DiscoveRx beta-arrestin luminescence, antagonist mode; stronger effect = lower value; max response, negative = inhibition, %; actives 2.5% (n = 360,000); AID 652054, 2013; in the data active means max response below about -50%; inconclusive means no clear call, values can overlap the other calls; further: on the % scale 0 is the no-effect control and ±100 the full control effect; mostly tested at two doses, the higher about 12 µM
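Cells expressing the human receptor were seeded at 1500 cells/well, incubated overnight at 37 degrees C in 5% CO2, then exposed to library compounds with dopamine controls for 90 minutes at 37 degrees C before luminescent detection.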
PI5P4K alpha inh: qHTS for Inhibitors of phosphatidylinositol 5-phosphate 4-kinase (PI5P4K) | PI5P4Kalpha enzyme, ADP-Glo luminescence, 60 min; stronger effect = lower value | max response, % | Phosphatidylinositol 5-phosphate 4-kinase type-2 alpha (Homo sapiens), P48426 | actives 1.2% (n = 330,000); active means max response of -50% or lower; inconclusive means between -30% and -50%; inactive means -30% or higher; further: value at the top dose of about 77 µM; on the % scale 0 is the no-effect control and ±100 the full control effect
Target sequence (P48426 whole entry, looked up): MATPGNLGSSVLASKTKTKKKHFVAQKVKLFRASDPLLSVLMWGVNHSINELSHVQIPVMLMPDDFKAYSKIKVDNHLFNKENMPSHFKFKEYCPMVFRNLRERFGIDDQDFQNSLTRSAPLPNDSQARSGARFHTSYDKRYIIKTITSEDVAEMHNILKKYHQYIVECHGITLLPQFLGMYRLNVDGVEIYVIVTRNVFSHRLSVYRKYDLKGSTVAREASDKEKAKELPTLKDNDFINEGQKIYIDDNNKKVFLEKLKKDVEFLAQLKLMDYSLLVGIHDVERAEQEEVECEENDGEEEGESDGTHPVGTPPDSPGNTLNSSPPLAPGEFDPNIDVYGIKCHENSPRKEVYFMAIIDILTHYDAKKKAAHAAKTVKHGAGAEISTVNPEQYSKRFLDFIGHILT
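PI5P4Kalpha ADP-Glo assay; 5 microM ATP final; 60 min RT reaction; HEPES pH 7.4/EGTA/CHAPS, 5% DMSO; controls lacking substrate or enzyme; luminescent end-point.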
IL2 activator: qHTS of IL-2 Activators | IL-2 activation reporter assay, cell-based qHTS; stimulated with anti-CD3/CD4/CD28 beads; in transgenic mouse T cells | activation, % (series mostly up to about 46 µM) | actives 0.065% (n = 360,000); in the data active means activation above about 50%; inconclusive means mostly about 30% to 49%; further: 0% is about no effect
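Using fluorescent plate cytometry, EGFP and DsRed are detected in transgenic mouse T cells stimulated 18 h at 37 degrees C with antibody-coated beads after 60 min compound pretreatment.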
WRN inhibitor: qHTS for Inhibitors of WRN Helicase; AID 651768, 2012; WRN helicase unwinding, fluorescent forked duplex, kinetic; Potency, µM (titrated, usually from 114 µM), without a hit: at the highest dose activity change, negative = inhibition, usual class: inhibitors; actives 0.46% (n = 360,000); Bifunctional 3'-5' exonuclease/ATP-dependent helicase WRN (Homo sapiens), Q14191; further: potency means the concentration at half of the fitted maximal effect; on the % scale 0 is the no-effect control and ±100 the full control effect; nearly all actives have a fitted effect of over 55% in size
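Screening of the MLSMR collection measured strand separation of a quenched forked DNA duplex (100 nM) by 20 nM WRN with 2 mM ATP, all final. Compounds were preincubated with enzyme 15 min at room temperature.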
HEK293 tox: qHTS of GLP-1 Receptor Inverse Agonists: Cytotox Screen | HEK293 cAMP-luciferase reporter cells, luminescence, 24 h | Potency, µM (doses to about 38.3 µM), without a hit: at the top dose activity change, negative = inhibition, actives largely listed as inhibitors | actives 0.13% (n = 410,000);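 further: loss of luciferase light is scored as toxicity; potency means the concentration at half of the fitted maximal effect; on the % scale 0 is the no-effect control and ±100 the full control effect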
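Luminescence readout: signal drop marks cytotoxicity. Plated cells grew 12 h at 37 °C, 5% CO2, received 23 nL compound for 24 h, then got luciferase reagent, read after 12 min at RT.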
PLK1 PBD block: qHTS for Inhibitors of PLK1-PDB (polo-like kinase 1 - polo-box domain): Primary Screen | Plk1 PBD binding of FITC phosphopeptide, fluorescence polarization | Potency, µM, for the others: max response, negative = inhibition, most hits filed as inhibitors | AID 720504, 2013 | actives 2.8% (n = 360,000) | Serine/threonine-protein kinase PLK1 (Homo sapiens), P53350; further: potency means the concentration at half of the fitted maximal effect; series mostly up to about 57 µM; on the % scale 0 is the no-effect control and ±100 the full control effect; nearly all actives have a fitted effect of over 65% in size
Target sequence (P53350 whole entry, looked up, the tested form may be a part): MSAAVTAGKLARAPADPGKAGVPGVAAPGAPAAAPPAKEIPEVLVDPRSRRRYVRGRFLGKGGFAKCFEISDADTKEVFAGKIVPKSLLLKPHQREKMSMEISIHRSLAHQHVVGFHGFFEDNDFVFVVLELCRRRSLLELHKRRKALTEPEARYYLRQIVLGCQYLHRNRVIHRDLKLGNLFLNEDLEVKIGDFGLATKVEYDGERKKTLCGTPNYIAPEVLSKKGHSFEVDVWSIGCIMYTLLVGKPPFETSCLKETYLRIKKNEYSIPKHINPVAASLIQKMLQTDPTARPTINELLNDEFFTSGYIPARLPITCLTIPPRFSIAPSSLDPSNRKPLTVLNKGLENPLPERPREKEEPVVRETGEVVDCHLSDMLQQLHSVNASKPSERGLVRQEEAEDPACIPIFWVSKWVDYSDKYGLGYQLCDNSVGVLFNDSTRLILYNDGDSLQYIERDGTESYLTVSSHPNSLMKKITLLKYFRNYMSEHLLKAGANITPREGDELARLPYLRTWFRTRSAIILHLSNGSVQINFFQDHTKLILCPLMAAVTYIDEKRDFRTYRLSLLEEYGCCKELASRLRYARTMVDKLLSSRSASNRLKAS
D3 ag: qHTS of D3 Dopamine Receptor Agonist: qHTS; actives 0.58% (n = 410,000); max activation, %; D3R DiscoveRx beta-arrestin cells, luminescence, 90 min; AID 652048, 2013; in the data active means max activation above about 30%; further: 0% is about no effect; mostly tested at two doses, the higher about 12 µM
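Cells at 1500/well, incubated overnight, then treated with pinned compounds (dopamine as control) for 90 min at 37 degrees C. DiscoveRx reagent added for 30 - 60 minutes at room temperature; luminescence read.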
GLP-1R inv ag: qHTS of GLP-1 Receptor Inverse Agonists (Inhibition Mode) | AID 624417, 2012 | Glucagon-like peptide 1 receptor (Homo sapiens), P43220 | actives 1.6% (n = 410,000) | Potency, µM (top dose mostly 38.3 µM), for inactives: at the highest dose activity change, negative = inhibition, actives largely listed as inhibitors | HEK293 GLP-1R CRE-luciferase, luminescence, 24 h; GLP-1R form is constitutively active; further: potency means the concentration at half of the fitted maximal effect; on the % scale 0 is the no-effect control and ±100 the full control effect; nearly all actives have a fitted effect of over 55% in size
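qHTS in 1536-well format: reporter HEK293 cells expressing constitutive GLP-1R activity in DMEM + 10% Nu serum, 24 hr with compounds at 37 deg C, luminescence read after 12 min with detection reagent.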
* = called active by the depositor; ? = inconclusive; / = no result given; & = joins results of further samples; [ ] = remark or other dose. Unless noted, the call rests on the fitted dose curve; in most records, active means well fitted curve in the direction sought with a large enough effect; inconclusive means small, poorly fitted or top-dose-only effect, or another doubt; inactive means no such curve, though single readings can be large; an effect the other way counts as inactive or inconclusive.

SMILES	GLP-1R agonist	D3 antag	PI5P4K alpha inh	IL2 activator	WRN inhibitor	HEK293 tox	PLK1 PBD block	D3 ag	GLP-1R inv ag
COc1ccc(S(=O)(=O)N(CC(=O)Nc2ccc3c(c2)OCO3)c2ccccc2OC)cc1	-4%	-5	-11	-0.4	-9%	?	-4%	4	?
O=C(O)c1cc(NC2(c3ccccc3)C(=O)c3ccccc3C2=O)ccc1Cl	-8%	/	/	/	/	-11%	/	2	-5%
O=S(=O)(NCCSCc1c(Cl)cccc1Cl)c1ccc2c(c1)OCCO2	13%	-28	/	-2.1	0%	0%	-1%	2	0%
CS(=O)(=O)NN1C(=O)c2ccccc2NC1c1ccccc1 (stereo not drawn)	0%	6	4	2.3	-5%[57.1 µM]	5%	-25%	-6	-2%
Cc1nc(SCc2ccc(F)cc2)c2oc3ccccc3c2n1	-3%	18	12	4.6	-3%	-7%	-10%	4	13%
O=[N+]([O-])c1ccc(Cl)cc1Sc1cccc2cccnc12	2%	-7	-5	-0.9	6%	-4%	-8%	-13	-34%
CCNc1nc(SCc2ccccc2)nc(N2CCOCC2)n1	3%	5	-8	0.3	2%	-3%	-3%	2	?
Cc1nnc(NC(=O)C2CCCO2)s1 (stereo not drawn)	-10%	-7	-4	-1.6	-6%	-9%	?	-4	38%[activator]
O=C(NCCc1ccccc1F)C1CC(=O)N(c2ccccc2)C1 (stereo not drawn)	-4%	5	-3	1.7	10%	-7%	1%	-3	9%
CCn1c(CNC(=O)c2ccccc2F)nnc1SCC(=O)NC1CCCCC1C (stereo not drawn)	0%	13	1	-0.9	-3%	4%	-16%	5	8%
CC1CCCCC1NC(=O)c1cc2c(=O)n3ccccc3nc2n1C (stereo not drawn)	5%	39	7	-0.3	-7%	69%[activator]	6%	1	20%
O=C(NCc1ccc(F)cc1)C(c1ccccc1)N(C(=O)c1csnn1)c1ccccc1 (stereo not drawn)	9%	13	-5	1.4	-3%	2%	-19%	17	-14%
O=C(C[C@H]1C[C@H](C(=O)N2CCOCC2)[C@@]2(CCC3CCCC3)c3[nH]c4ccc(Cl)cc4c3CCN2C1=O)NCC12CC3CC(CC(C3)C1)C2	-2%	1	0	-0.6	-3%	8%	-6%	-10	-6%
O=C(Nc1ccc(S(=O)(=O)Nc2ncccn2)cc1)c1ccc(S(=O)(=O)N2CCCC2)cc1	-2%	-4	-14	0.4	5%	-1%	-8%	1	7%
CC(NC(=O)c1ccc(C(C)(C)C)cc1)C(c1cccs1)N1CCOCC1 (stereo not drawn)	5%	?	-6	-4.2	7%	-23%	-14%	-3	?
COc1ccc(SC[C@H](Cc2ccccc2)N2CCN(CCc3ccccc3)CCC2=O)cc1	-2%	?	-3	-0.4	-9%	-1%	?	-22	?
CCOC(=O)CCC(=O)c1c(C)oc2ccc(OC)cc12	0%	22	2	-4.8	-16%	5%	-9%	-1	?
O=C(NC1CC1)c1ccc2c(c1)ncn2C1CCCC1	-4%	-9	/	2.3	3%	-20%	-7%	2	0%
O=C(/C=C/c1ccc(Cl)cc1Cl)c1nc2ccccc2[nH]1	3%	?	-1	-4.6	-17%	-6%	-2%	-2	?
OC[C@@H]1CN(Cc2cccs2)C[C@H](n2cnc3c(NCc4ccncc4)ncnc32)O1	4%	19	1	0.5	2%	0%	-7%	6	18%
COc1ccccc1NC(=S)NNC(=O)c1nn(C)cc1Cl	-7%	?	-2	2.9	-3%	0%	-7%	2	5%
CC(C)(Oc1ccc(C2CC2(Cl)Cl)cc1)C(=O)O (stereo not drawn)	-5%&9%	-111*	4	-0.5	-3%	1%	1%	-96&5	11%
CCOC(=O)c1ccc2c(c1)n(CCCS(=O)(=O)[O-])c(/C=C/c1ccc(Cl)cc1)[n+]2CC	2%	10	5	4.7	0%	-1%	-6%	0	7%
Cc1cccc(C(=O)NNC(=O)c2ccc3ccccc3c2)c1	0%	12	1	-0.3	-15%	4%	-9%	8	6%
Nn1cnnc1N/N=C/c1ccccc1C(F)(F)F	-6%	-14	6	1.2	10%	0%	-21%	-7	12%
CC1(C(=O)NS(=O)(=O)c2ccc3c(c2)CCO3)CCN1C(=O)C1(c2ccc(Cl)cc2)CCC1 (stereo not drawn)	-7%	11	-8	-0.5	-2%[57.1 µM]	2%	-13%	4	-21%
Cc1nc(Cl)sc1C(=O)Nc1ccc(F)cc1	22%	7	5	0.8	12%	-17%	-15%	-3	7%
CC(=O)c1cccc(NC(=O)COC(=O)c2n[nH]c3ccccc23)c1	0%	16	-6	0.0	-1%	3%[7.66 µM]	5%	4	0%[7.66 µM]
C[C@H]1CN([C@@H](C)CO)C(=O)CCCn2nncc2CO[C@H]1CN(C)S(=O)(=O)c1ccc2c(c1)OCCCO2	-1%	39	4	0.7	-6%	-17%	-15%	4	10%
CCOc1ccc(OCC(=O)N2CCC3(CC2)CC(=O)c2ccccc2O3)cc1	-3%	3	-6	-2.5	7%	-15%	-2%	4	?

10 structures from above, ordered by number of heavy atoms, rising.
SMILES	GLP-1R agonist	D3 antag	PI5P4K alpha inh	IL2 activator	WRN inhibitor	HEK293 tox	PLK1 PBD block	D3 ag	GLP-1R inv ag
Cc1nc(Cl)sc1C(=O)Nc1ccc(F)cc1	22%	7	5	0.8	12%	-17%	-15%	-3	7%
CC(C)(Oc1ccc(C2CC2(Cl)Cl)cc1)C(=O)O (stereo not drawn)	-5%&9%	-111*	4	-0.5	-3%	1%	1%	-96&5	11%
Nn1cnnc1N/N=C/c1ccccc1C(F)(F)F	-6%	-14	6	1.2	10%	0%	-21%	-7	12%
O=C(NC1CC1)c1ccc2c(c1)ncn2C1CCCC1	-4%	-9	/	2.3	3%	-20%	-7%	2	0%
O=C(/C=C/c1ccc(Cl)cc1Cl)c1nc2ccccc2[nH]1	3%	?	-1	-4.6	-17%	-6%	-2%	-2	?
CCOc1ccc(OCC(=O)N2CCC3(CC2)CC(=O)c2ccccc2O3)cc1	-3%	3	-6	-2.5	7%	-15%	-2%	4	?
OC[C@@H]1CN(Cc2cccs2)C[C@H](n2cnc3c(NCc4ccncc4)ncnc32)O1	4%	19	1	0.5	2%	0%	-7%	6	18%
CCOC(=O)c1ccc2c(c1)n(CCCS(=O)(=O)[O-])c(/C=C/c1ccc(Cl)cc1)[n+]2CC	2%	10	5	4.7	0%	-1%	-6%	0	7%
COc1ccc(SC[C@H](Cc2ccccc2)N2CCN(CCc3ccccc3)CCC2=O)cc1	-2%	?	-3	-0.4	-9%	-1%	?	-22	?
C[C@H]1CN([C@@H](C)CO)C(=O)CCCn2nncc2CO[C@H]1CN(C)S(=O)(=O)c1ccc2c(c1)OCCCO2	-1%	39	4	0.7	-6%	-17%	-15%	4	10%

Remaining list, next part.
SMILES	GLP-1R agonist	D3 antag	PI5P4K alpha inh	IL2 activator	WRN inhibitor	HEK293 tox	PLK1 PBD block	D3 ag	GLP-1R inv ag
CCOC(=O)c1[nH]c(=O)[nH]c1CSc1ccccn1	-6%	-8	/	0.8	0%	1%	?	2	1%
Cc1ccc(Nc2nnc(C3C(=O)N(C)C4(C)CC3c3cc(Br)ccc3O4)s2)cc1 (stereo not drawn)	-3%	-21	0	0.9	4%	?	-1%	2	?
CCN(CC(=O)NCc1ccncc1)S(=O)(=O)c1ccc(OC)cc1	3%	16	3	1.1	0%	-7%	1%	-6	-8%
CC(Sc1nnc(CNC(=O)c2ccco2)n1C)C(=O)Nc1nccs1 (stereo not drawn)	3%	8	-9	0.6	-1%	-3%	4%	-2	3%
O=C(CCCn1c(=O)[nH]c2ccsc2c1=O)N1CCN(c2ccc(Cl)cc2)CC1	0%	/	/	/	/	2%	/	3	4%
O=C(COC(=O)/C=C/c1ccc(S(=O)(=O)N2CCOCC2)cc1)NCc1ccc2c(c1)OCO2	3%	0	3	6.3	3%	1%[7.66 µM]	-17%	-7	-18%[7.66 µM]
C#CCOc1c(Br)cc(/C=C2/C(=O)ON=C2C)cc1OC	-1%	-12	-16	-0.8	-2%	-8%	2.7µM*	5	10%
O=C(COc1cccc(F)c1)Nc1ccc2[nH]c(=O)[nH]c2c1	-1%	-1	-4	9.3	1%	6%	-12%	7	1%
N/C(=N/OC(=O)c1ccccc1Cl)c1nonc1N	11%	2	-24	0.4	-5%	5%	-4%	4	-5%
Cc1cccc(C)c1NC(=O)N1CCC(C(=O)c2ccc(F)cc2)CC1	17%	4	0	0.9	-1%	-15%	-9%	-4	-20%
O=C(c1cccc([N+](=O)[O-])c1)c1ccc2c(c1)OCCOCCOCCOCCO2	1%	-6	4	-0.9	-13%	-1%	1%	5	21%
Cc1ncc(CN2CCCC(C(=O)Nc3ccc(-c4cscn4)cc3)C2)cn1 (stereo not drawn)	0%	12	8	-0.7	2%	-8%	10%	-2	5%
Cc1ccc(/C=N/NC(=O)c2cccnc2)o1	12%	-6	0	-2.8	5%	0%	-5%	-2	9%
c1ccc2c(c1)ncn2-c1ncnc2sc3c(c12)CCCC3	5%	17	-3	0.9	0%	-29%	-5%	4	4.5µM*
CCOC(=O)c1ccc(NC(=O)CN2C(=O)CN(C(C)=O)C2=S)cc1	7%	-9	2	0.1	0%	6%	-1%	1	16%
O=C(O)C1=CCC=CC1C(=O)O (stereo not drawn)	-6%	-15	-13	-2.0	?	0%	?	-5	-11%
COc1ccc(S(=O)(=O)Oc2ccc3c(c2)O/C(=C\c2cccnc2)C3=O)cc1	-3%	11	/	0.4	-12%	0%	-13%	20	-4%
